# High-throughput results from PubChem.
# G6PDH counter: L. mesenteroides G6PDH inhibition counter-screen. Purified L. mesenteroides G6PDH, diaphorase/resazurin coupled fluorescence, 45 min. inhibition, % at 5 µM. 200,000 compounds, 0.12% hits; in the data active = inhibition above about 50%
# TLR4 MyD88 comp: blocks binding of human TLR4 to MyD88; HeLa CL3-4 TLR4/MyD88 BLA complementation, FRET ratio; inhibition, % at 8.4 µM; 200,000 compounds, 0.18% hits; AID 861; in the data active = inhibition above about 25%;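 also: 0% = vehicle and 100% = reference inhibitor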
# Target sequence (O00206 whole entry, looked up): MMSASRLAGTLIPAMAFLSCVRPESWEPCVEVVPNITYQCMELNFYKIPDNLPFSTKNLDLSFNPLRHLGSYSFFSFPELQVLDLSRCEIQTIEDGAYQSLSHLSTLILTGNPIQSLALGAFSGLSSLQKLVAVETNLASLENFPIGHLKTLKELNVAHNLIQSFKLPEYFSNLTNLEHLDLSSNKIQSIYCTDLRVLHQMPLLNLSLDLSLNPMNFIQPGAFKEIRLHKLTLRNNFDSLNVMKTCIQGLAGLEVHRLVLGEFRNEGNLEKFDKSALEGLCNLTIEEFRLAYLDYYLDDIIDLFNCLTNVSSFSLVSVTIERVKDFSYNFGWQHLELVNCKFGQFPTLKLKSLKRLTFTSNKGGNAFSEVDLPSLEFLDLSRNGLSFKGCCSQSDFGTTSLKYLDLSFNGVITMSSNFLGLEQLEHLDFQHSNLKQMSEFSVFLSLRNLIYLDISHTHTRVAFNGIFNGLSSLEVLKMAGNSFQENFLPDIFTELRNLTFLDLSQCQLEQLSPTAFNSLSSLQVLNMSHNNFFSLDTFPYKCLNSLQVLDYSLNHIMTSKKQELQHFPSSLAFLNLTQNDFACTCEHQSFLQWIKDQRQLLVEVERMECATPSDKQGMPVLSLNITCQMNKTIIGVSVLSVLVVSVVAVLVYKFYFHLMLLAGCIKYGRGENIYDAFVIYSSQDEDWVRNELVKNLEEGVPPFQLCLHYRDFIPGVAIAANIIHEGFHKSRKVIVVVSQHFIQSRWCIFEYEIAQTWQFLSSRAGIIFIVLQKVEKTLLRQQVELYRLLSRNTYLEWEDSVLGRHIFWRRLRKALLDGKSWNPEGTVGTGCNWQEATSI
# Target sequence (Q99836 whole entry, looked up): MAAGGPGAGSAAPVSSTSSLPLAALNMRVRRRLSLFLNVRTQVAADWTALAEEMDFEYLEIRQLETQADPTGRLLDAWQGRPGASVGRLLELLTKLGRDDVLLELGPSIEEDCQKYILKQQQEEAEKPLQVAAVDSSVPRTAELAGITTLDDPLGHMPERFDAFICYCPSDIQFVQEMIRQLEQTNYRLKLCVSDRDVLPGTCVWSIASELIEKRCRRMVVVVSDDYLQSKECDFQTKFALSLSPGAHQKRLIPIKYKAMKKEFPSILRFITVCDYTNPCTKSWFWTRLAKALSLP
# Hsp70 act: transcriptional activators of Hsp70. HeLa Hsp70 promoter luciferase reporter, luminescence; scaled: vehicle 0, proteasome-inhibitor control 100%. activation, % at 10 µM. 200,000 compounds, 0.04% hits. AID 1203;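 active = activation above the mean across all tested compounds plus 3 SD, cutoff set per campaign, cut at about 5.5% in these data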;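 also: 100% = MG132 at 30 µM as the positive control and 0% = DMSO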
# APP transl inh: APP translation inhibition | SH-SY5Y APP 5'UTR-luciferase reporter, luminescence | inhibition, % at 2 µM | 190,000 compounds, 0.82% hits | AID 1285;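 active = inhibition above a set limit, derived from the sample mean plus 3 SD, cut at about 45% in these data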; also: values of inactives mirror those of a sister screen read the other way
# Diaph act CS: diaphorase activation or chemical reduction counter-screen; 190,000 compounds, 0.005% hits; activation factor at 20 µM; Diaphorase/resazurin coupled assay, resorufin fluorescence, 16 min; stronger effect = higher value; 1 = vehicle wells, 0 = NADH-free wells; AID 1229;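 active = diaphorase activity raised at least twofold by the compound at 20 µM; inactive = activation factor below 2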
#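 Assay system: bacterial diaphorase enzyme (C. kluyveri) / Input: enzyme 0.07 U/mL final / Medium: 50 mM HEPES pH 7.4 with 4.542 mM MgCl2, 0.005% Tween 20 / Doses: single compound dose of 20 µM, 1% DMSO final / Incubation: 16 min enzyme reaction, ambient temperature / Signal: fluorescence, excitation 544 nm and emission 590 nm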
# STAT3 inh: reduces IL-6 driven STAT3 reporter signal; inhibition, % at 5.5 µM; AID 862; 190,000 compounds, 0.89% hits; U3A cells, IL-6 STAT3-luciferase reporter, luminescence; host cell line lacks STAT1;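 active = inhibition above the mean inhibition across all screened compounds plus 3 SD, cut at about 44% in these data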;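 also: 0% = DMSO only wells and 100% = 100 µM nifuroxazide control wells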
# STAT1 activator: activators of IFN-gamma induced STAT1 signaling | NIH 3T3 STAT1-luciferase reporter, luminescence; 100% = IFN-gamma alone, no compound | activation (% of control), % at 5.5 µM | 200,000 compounds, 2.6% hits | AID 932;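 active = activation above the screen-wide mean activation plus 3 SD, cut at about 130% in these data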;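 also: raw ratio to IFN-gamma control signal so 100% means no change and 0% no light; values of inactives mirror those of a sister screen read the other way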
# STAT3 act: activators of IL-6 induced STAT3 signaling; U3A cells, IL-6 STAT3-luciferase reporter, luminescence; 100% = signal with IL-6 EC80 alone; activation (% of control), % at 5.6 µM; 190,000 compounds, 0.91% hits;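 active = activation above the screen-wide mean of compound activation plus 3 SD, cut at about 130% in these data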;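 also: 0% = background luminescence of wells with medium and substrate only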
#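 Test system: human U3A cells carrying STAT3-luciferase construct; control set: IL-6-only wells as 100% reference; timing: compound pre-incubation 1 h before IL-6, then 6 h stimulation at 37 °C; also added: IL-6 stimulus at 33 ng/mL final; evaluation: % activation versus median of IL-6-stimulated wells; detection: reporter luminescence signal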
# Diaph inh CS: inhibits diaphorase or chemically oxidizes, flagging diaphorase assay artifacts. diaphorase resazurin-to-resorufin fluorescence, NADH, 16 min; bacterial (C. kluyveri) enzyme, not human. inhibition, % at 20 µM. 190,000 compounds, 0.69% hits. AID 1217;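 active = primary screen inhibition at 20 µM above a set limit, cut at about 50% in these data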;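 also: plate controls were DMSO with full reaction for no effect and wells lacking NADH for full effect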
#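 Test system: bacterial diaphorase enzyme (C. kluyveri); Quantity: 0.14 U/mL diaphorase, enzyme working solution; Times: reaction incubation of 16 min at room temperature; Measured by: fluorescence of resorufin formed from resazurin, Ex 544/Em 590 nm; Benchmarks: positive control minus NADH, DMSO neutral control.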
# STAT1 blocker: inhibitors of IFN-gamma induced STAT1 signaling. NIH 3T3 STAT1-luciferase reporter, luminescence. inhibition, % at 5.5 µM. 200,000 compounds, 0.35% hits. AID 920;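 active = inhibition above a set limit, the mean inhibition across all tested compounds plus 3 SD, cut at about 34% in these data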;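 also: 0% = IFN-gamma with DMSO and 100% = IFN-gamma with 300 µM nifuroxazide; values of inactives mirror those of a sister screen read the other way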
# An asterisk follows results filed as active; · = no result given. Not a hit list. Share with any hit: about 6.1%.
SMILES,G6PDH counter,TLR4 MyD88 comp,Hsp70 act,APP transl inh,Diaph act CS,STAT3 inh,STAT1 activator,STAT3 act,Diaph inh CS,STAT1 blocker
CCCCN(C)S(=O)(=O)c1cc(Br)cc2c1N(C(=O)C1CC1)CC2,1,9,-0.1,-15,0.8,19,90,89,18,12
COc1c2ccoc2nc2c(OC)c(OCC(O)C(C)(C)O)ccc12 (configuration not stated),-20,7,-0.4,1,0.9,7,102,97,13,-2
COc1cc(-c2cc(=O)c3c(O)cc(O)cc3o2)ccc1O,21,-8,-0.3,-23,0.7,·,103,·,32,-5
CCCOc1ccc(-c2nc(=S)[nH][nH]2)cc1,10,12,0.0,-61,0.9,2,95,103,6,5
COc1ccc(CCNC(=O)CSCc2ccc(F)cc2)cc1OC,-10,6,0.0,4,0.9,4,104,97,9,-5
CC(C)c1onc(C(=O)N2C(C)CCCC2C)c1[N+](=O)[O-] (configuration not stated),9,-13,-0.1,6,0.9,10,89,94,10,12
CC(=NCCc1ccccc1)C1=C(O)CSC1=O,-25,-1,-0.1,-7,0.8,11,113,93,15,-14
COCc1nc2ccccc2n1Cc1ccccc1Br,9,-10,-0.2,-7,0.9,4,104,100,13,-4
COC(=O)c1ccccc1NC(=O)Nc1ccc(Cl)cn1,2,-2,-0.1,-14,1.1,0,101,100,-7,-1
CSCC(=O)N1CCCC(C(=O)c2cc(F)ccc2F)C1 (configuration not stated),8,-6,0.2,11,1,12,108,95,-3,-11
C(=N\Nc1nn2cnnc2c2ccccc12)/c1ccco1,5,2,-0.3,3,0.9,15,106,89,8,-6
O=C1c2cccc3cccc(c23)C(=O)N1OS(=O)(=O)c1ccccc1,-11,-7,0.3,-7,0.7,2,111,100,28,-12
O=C(c1ccccc1)N(Cc1cccs1)C1CCS(=O)(=O)C1 (configuration not stated),5,4,0.0,2,0.9,10,100,93,15,0
Cc1cc(NC(=O)CCCC(=O)O)nc(C)n1,-2,1,0.2,9,0.9,13,98,92,8,2
COc1ccccc1NC(=O)NC(N)=O,22,-1,-0.3,-15,1,2,103,102,-3,-3
CC(C)C[C@H](NC(=O)c1nc[nH]c1C(=O)NCCCCCNC(=O)OC(C)(C)C)C(=O)OC(C)(C)C,14,-4,-0.2,-19,0.7,·,100,·,26,1
Cc1cccc2nc(CSc3nnnn3-c3ccccc3)cn12,2,6,0.5,8,1,4,99,101,3,1
COc1ccc(CNC(=S)Nc2ccc3nc(N4CCOCC4)cc(C)c3c2)cc1,9,9,-0.3,24,0.6,9,92,94,38,7
CCOC(=O)c1sc2cccc(F)c2c1N,-8,-7,0.2,7,0.9,16,108,91,13,-9
Cc1nnc(NCCc2ccccc2)n(N)c1=O,8,-1,0.0,-11,1.1,-1,95,104,-14,6
CCOc1cc(/C=N/O)cc(Br)c1OCC,0,6,-0.1,-3,0.9,-5,93,107,6,7
CCOC(=O)NC(=O)/C(C#N)=C\Nc1sccc1C(=O)OC,7,15,-0.3,-5,0.9,8,98,99,9,0
O=C(Cc1cccc2ccccc12)N/N=C/c1ccc(Sc2nc3ccccc3s2)o1,7,5,-0.2,-1,1,-11,98,116,4,2
COc1ccccc1NC(=O)N1CCN(c2ccccn2)CC1,1,-10,-0.3,·,0.8,25,98,86,16,2
CC(C)(C)C(=O)NCCCc1nc2ccccc2n1CCCOc1ccc(Cl)cc1,8,-2,-0.4,-16,0.8,21,91,90,18,9
O=C(CSc1ncccn1)N/N=C/c1ccc(OC2CSC2)cc1,-1,6,-0.3,-8,1,-14,112,113,5,-15
COc1ccc(N2CCN(C(c3ccc4ncccc4c3)c3nnnn3C(C)(C)C)CC2)cc1 (configuration not stated),3,6,-0.5,21,1,-10,101,110,4,-3
Cn1cnnc1SCC(=O)c1c[nH]c2ccccc12,12,0,-0.2,-23,1,-30,90,129,3,10
Cc1nnc(C)n1/N=C/c1ccc2c(c1)OCCO2,8,-1,-0.3,1,0.9,12,104,95,5,-5
CCOC(=O)CNC(=O)Cn1cnc2c(nnn2-c2ccc(F)cc2)c1=O,7,9,-0.1,-6,1.1,-2,102,106,-10,-2
COc1cc(C(=O)Oc2ccccc2/C=N/NC(=O)c2ccc(C)c(Cl)c2)cc(OC)c1OC,-16,0,-0.2,50*,1,4,101,93,4,-1
NC(=O)COC(=O)c1ccc(Oc2ccccc2)cc1,1,-5,-0.1,0,1,1,101,103,2,-1
CCCCCCCOc1ccc(OC(=O)c2cccnc2)cc1,1,5,-0.6,-3,0.8,19,103,85,16,-2
Cc1cccc(C(=O)O/N=C(\N)Cc2ccc([N+](=O)[O-])cc2)c1,2,13,-0.3,0,0.9,-9,97,105,13,3
O=C(O)c1cccc(S(=O)(=O)Nc2ccc3oc(=O)sc3c2)c1,1,-1,-0.2,3,0.9,-1,95,104,11,5
COc1cc2nc(CN3CCN(S(=O)(=O)c4ccc(Cl)cc4)CC3)[nH]c(=O)c2cc1OC,3,-10,-0.4,-9,0.7,9,95,96,30,7

# APP transl inh, entries above that show a hit.
compound	TLR4 MyD88 comp	Hsp70 act	APP transl inh	STAT1 activator	STAT3 act	Diaph inh CS	STAT1 blocker
COc1cc(C(=O)Oc2ccccc2/C=N/NC(=O)c2ccc(C)c(Cl)c2)cc(OC)c1OC	0	-0.2	50*	101	93	4	-1

# The results go on.
SMILES,G6PDH counter,TLR4 MyD88 comp,Hsp70 act,APP transl inh,Diaph act CS,STAT3 inh,STAT1 activator,STAT3 act,Diaph inh CS,STAT1 blocker
O=C(CCCc1c[nH]c2ccccc12)N1CCOCC1,10,1,0.0,5,1,9,111,96,-1,-12
COc1ccc(NC(=O)c2ccc(S(=O)(=O)N(C)C)cc2)cc1,5,-4,-0.2,-19,0.9,6,110,98,8,-13
COC(=O)c1cc2occc2n1Cc1nc(-c2ccccc2Cl)oc1C,11,13,0.1,-11,0.9,-4,106,103,12,-6
CCOC(=O)N1CCC(NC(=O)c2cc(C(=O)Nc3ccc(OC)c(OC)c3)ccc2CO)CC1,14,-1,-0.2,18,1,6,98,99,-4,2
CCOC(=O)c1cnn(Cc2ccc(C)cc2)c1N,-3,0,-0.2,-1,1,12,100,99,3,0
N/C(=N\OC(=O)N1CCOCC1)c1ccccc1,-4,12,0.4,-6,0.9,-1,108,105,14,-9
CC(C)c1cc(NCCCN2CCOCC2)n2c(nc3ccccc32)c1C#N,10,8,0.1,2,0.9,5,104,101,7,-3
Cc1ccc(Nc2nc(N)nc(CN3CCN(c4ccccc4F)CC3)n2)cc1,2,-19,-0.2,-4,1,17,108,87,1,-9
CCCCc1c(C)c(C#N)c2[nH]c3ccccc3n2c1=O,17,-4,-0.1,-7,0.8,19,83,88,18,18
COc1ccccc1N1CCN(S(=O)(=O)c2ccc3c4c(cccc24)C(=O)N3C)CC1,-22,-2,-0.3,-6,0.7,-1,94,100,26,6
N#Cc1c(C(F)(F)F)cc(-c2ccccc2)nc1SCC(=O)Nc1sc2c(c1C#N)CCC2,0,-8,-0.4,-14,0.9,-4,90,104,10,11
NC(=O)c1cccnc1Nc1ccccc1Cl,3,-11,-0.2,-6,1,-1,96,103,-3,4

# Some entries already given, reduced to TLR4 MyD88 comp and STAT1 blocker.
SMILES | TLR4 MyD88 comp | STAT1 blocker
CC(=NCCc1ccccc1)C1=C(O)CSC1=O | -1 | -14
COCc1nc2ccccc2n1Cc1ccccc1Br | -10 | -4

# Next section.
SMILES,G6PDH counter,TLR4 MyD88 comp,Hsp70 act,APP transl inh,Diaph act CS,STAT3 inh,STAT1 activator,STAT3 act,Diaph inh CS,STAT1 blocker
COc1cc(-c2nc(-c3cccnc3)no2)cc(OC)c1OC,2,-6,0.0,0,1,16,101,90,2,-1
CCCCn1cnc2c(cnn2-c2ccc(F)cc2)c1=O,8,12,0.1,-28,1,8,118,97,-4,-20
CCCCCCCCN=C1NC(=O)CS1,-4,12,-0.1,-3,0.8,6,103,98,16,-4
Cc1cc(C(=O)N/N=C/c2cc([N+](=O)[O-])ccc2O)c2ccccc2n1,-5,-5,0.0,22,0.6,0,82,99,39,20
Cc1c(C#N)c2ccccc2n1CC(=O)NCc1cccnc1,8,9,-0.2,0,0.9,2,99,102,6,1
CCOC(=O)CC(=O)CSc1ncnc2c1nnn2-c1ccc(F)cc1,0,4,0.2,0,0.9,18,102,89,8,-3
CC1=CC(=C(C#N)C#N)C=C(C)N1CCN1CCNCC1,3,3,-0.1,-3,0.9,6,99,97,7,-1
COc1ccc(OCC(=O)NNC(=O)CCc2ccccc2)cc1,18,-9,-0.1,9,1,-6,102,107,0,-4
Fc1ccc(-c2nc3ccccc3c3nc4ccccc4n23)cc1,4,-1,-0.3,5,0.9,4,98,97,14,2
N#CC1=C(N)Nc2nc3ccccc3n2C1c1ccc(F)cc1 (configuration not stated),-10,10,-0.4,5,0.9,1,93,99,7,8
COc1ccccc1OCCN1CSC(=S)N(C)C1,4,-3,-0.3,5,0.9,3,107,100,14,-8
CCn1c(SCC(=O)N2CC(=O)Nc3ccccc32)nnc1-c1ccoc1C,3,-7,0.4,-4,0.9,6,99,101,11,1
CN1C(=O)/C(=N/OC(=O)c2ccccc2)c2ccccc21,2,0,-0.1,10,1,3,96,103,-4,4
CCCOC(=O)c1ccc(NC(=O)c2ccccc2[N+](=O)[O-])cc1,8,-20,0.0,-28,1,-1,118,104,2,-21
CCn1nnc(NC(=O)c2cc3ccccc3o2)n1,3,-3,-0.3,-47,0.9,1,116,103,7,-17
COc1ccc(S(=O)(=O)NNC(=O)c2csc(-n3nc(C)cc3C(F)(F)F)n2)cc1OC,-1,4,-0.4,18,0.9,6,98,100,7,2
Cc1ccc(-n2ncc(C#N)c2/N=C/N2CCCCCC2)cc1,-3,1,-0.1,7,0.9,2,96,104,15,3
CN1CCN(C(=O)c2sc(=S)n(-c3ccccc3)c2N)CC1,-9,9,-0.1,2,0.8,-2,102,105,16,-2
C=CCOc1ccc(NC(=O)C(=O)NCCCn2ccnc2)cc1,-1,0,0.8,4,0.9,4,101,101,10,-1
CC(Sc1nnc2ccccn12)C(=O)Nc1ccc(Cl)cn1 (configuration not stated),6,-14,-0.1,8,0.8,9,115,97,18,-16
CN1CCc2c(sc3c2C(=O)NC(c2cccc(OC(=O)c4cccs4)c2)N3)C1 (configuration not stated),-46,0,-0.2,-26,0.7,-12,117,110,27,-17
COc1ccc(C(=O)NC2CCSC2=O)cc1 (configuration not stated),3,-9,0.1,-27,0.8,8,107,94,16,-4
O=C(COc1ccccc1[N+](=O)[O-])N/N=C/c1ccc(O)cc1,-4,10,-0.3,-7,0.9,0,106,104,11,-7
